Bioassay records (PubChem BioAssay)
Pol kappa inh = qHTS for Inhibitors of Polymerase Kappa; AID 588579, 2011; DNA polymerase kappa (Homo sapiens), Q9UBT6; Potency, µM (highest dose often 107 µM), for the others: at the highest dose activity, negative = inhibition, hits mostly inhibitors; 0.53% of 400,000 active; purified Pol kappa, fluorescent DNA synthesis assay, 10 min; note: potency is the fitted concentration of half-maximal effect; % is set by controls: 0 for no effect and ±100 for the full control effect
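Here, compound and 10 nM enzyme are combined for 15 min at room temperature; adding 50 nM substrate (final) starts DNA synthesis, tracked by fluorescence at 0 and 10 min against buffer-only wells.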
Apoferritin bind = qHTS Assay for Identification of Novel General Anesthetics | Ferritin light chain (Equus caballus), P02791 | apoferritin/1-aminoanthracene competitive binding, fluorescence | Potency, µM (top dose mostly 77.5 µM), for inactives: top-dose activity change, negative = displacement, actives largely listed as inhibitors | 0.074% of 350,000 active | AID 485281, 2010; note: potency is the fitted concentration of half-maximal effect; % is set by controls: 0 for no effect and ±100 for the full control effect; nearly all actives have a fitted effect of over 20% in size
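Steps: apoferritin (10 uM) was premixed with half-saturated 1-AMA in PBS, compounds were pin-transferred, plates stood 10 min at room temperature, fluorescence was read at 380/535 nm, and curves were fitted with a Hill equation.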
LDHA block = qHTS assay for inhibitors of human lactate dehydrogenase | purified LDHA, NADH/diaphorase-resazurin fluorescence; active compounds read low | 0.15% of 480,000 active | AID 1347041, 2019 | L-lactate dehydrogenase A chain (Homo sapiens), P00338 | activity change, % (values are at about 110 or 230 µM); in the data active = activity change below about -30%; inconclusive = mostly about -25% to -30%;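 note: plate controls were DMSO wells for no effect and wells without enzyme for full effect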
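Human LDH5 (2 nM) was incubated with 0.06 mM NADH and 0.2 mM pyruvate for 5 min at room temperature in Tris pH 7.4. Remaining NADH was coupled through diaphorase/resazurin, and resorufin fluorescence was read at 0 and 20 min.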
Pol eta inh = qHTS for Inhibitors of Polymerase Eta; recombinant Pol eta, fluorescent DNA replication assay; AID 588591, 2011; Potency, µM (titrated, usually from 114 µM), inactives show top-dose activity change, negative = inhibition, hits mostly inhibitors; DNA polymerase eta (Homo sapiens), Q9Y253; 1.2% of 390,000 active; note: potency is the fitted concentration of half-maximal effect; % is set by controls: 0 for no effect and ±100 for the full control effect
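Fluorescent replication assay: 50 nM final substrate added after a 15 min room-temperature compound preincubation with 10 nM enzyme. Signal taken at 0 min and again at 10 min.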
RGS4 inhibitor = Inhibitors of Regulator of G Protein Signaling (RGS) 4: qHTS; Transcreener GDP fluorescence polarization, RGS4-accelerated GTP hydrolysis; Potency, µM (top dose mostly 114 µM), for the others: at the top dose activity change, negative = inhibition, most hits filed as inhibitors; 0.039% of 390,000 active; note: potency is the fitted concentration of half-maximal effect; % is set by controls: 0 for no effect and ±100 for the full control effect; nearly all actives have a fitted effect of over 75% in size; some results filed as inactive show a strong effect at the top dose
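MLSMR compounds (23 nl, pin-transferred) preincubated 10 min at room temperature with a 500nM (2x) first reagent, then RGS4 at 900nM (2x) plus Transcreener GDP mix added; fluorescence polarization (620/688 nm) read before and after 90 min at 30 °C.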
ALOX12 inh = Primary qHTS assay for inhibitors of human arachidonate 12S-lipoxygenase (ALOX12): Round 2; Polyunsaturated fatty acid lipoxygenase ALOX12 (Homo sapiens), P18054; purified 12hLO, xylenol orange hydroperoxide absorbance; Potency, µM (highest dose often 108 µM), for the others: at the highest dose activity change, negative = inhibition, actives largely listed as inhibitors; 1.1% of 580,000 active; AID 1671190, 2021; note: potency is the fitted concentration of half-maximal effect; % is set by controls: 0 for no effect and ±100 for the full control effect
Target sequence (P18054 whole entry, looked up): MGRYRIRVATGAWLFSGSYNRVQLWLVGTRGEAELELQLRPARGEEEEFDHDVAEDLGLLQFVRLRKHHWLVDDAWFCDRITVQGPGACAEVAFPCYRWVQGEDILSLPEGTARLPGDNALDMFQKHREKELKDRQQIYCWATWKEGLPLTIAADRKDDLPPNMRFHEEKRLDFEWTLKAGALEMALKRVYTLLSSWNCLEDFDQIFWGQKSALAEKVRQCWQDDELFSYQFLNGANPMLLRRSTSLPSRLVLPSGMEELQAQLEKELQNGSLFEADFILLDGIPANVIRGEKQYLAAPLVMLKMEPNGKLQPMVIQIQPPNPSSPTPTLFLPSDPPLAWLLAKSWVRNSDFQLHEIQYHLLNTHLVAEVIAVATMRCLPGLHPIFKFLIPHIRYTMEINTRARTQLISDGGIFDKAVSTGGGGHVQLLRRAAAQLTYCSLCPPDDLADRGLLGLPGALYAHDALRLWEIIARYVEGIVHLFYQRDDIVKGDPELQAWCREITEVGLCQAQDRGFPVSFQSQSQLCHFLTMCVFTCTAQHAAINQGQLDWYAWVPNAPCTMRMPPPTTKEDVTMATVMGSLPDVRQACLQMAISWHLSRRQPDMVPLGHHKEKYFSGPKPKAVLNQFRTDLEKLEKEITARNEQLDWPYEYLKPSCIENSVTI
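Purified human 12hLO at 150 nM in 25 mM Hepes, 0.01% Triton X-100, pH 7.0, preincubated 15 min at room temperature with compound. Reaction started with 40 uM arachidonic acid, 30 min at room temperature. Hydroperoxide measured by Fe-xylenol orange, 573/405 nm absorbance ratio.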
APE1 inh = qHTS Assay for Inhibitors of the Human Apurinic/apyrimidinic Endonuclease 1 (APE1). DNA repair nuclease/redox regulator APEX1 (Homo sapiens), P27695. recombinant APE1, TAMRA/BHQ-2 abasic DNA cleavage fluorescence. Potency, µM (titrated, usually from 65.8 µM), without a hit: top-dose activity change, negative = inhibition, actives largely listed as inhibitors. 0.35% of 350,000 active. AID 2517, 2012;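 note: potency is the fitted concentration of half-maximal effect; plate controls were vehicle for no effect and reference inhibitor for full effect; nearly all actives have a fitted effect of over 55% in size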
Target sequence (P27695 whole entry, looked up): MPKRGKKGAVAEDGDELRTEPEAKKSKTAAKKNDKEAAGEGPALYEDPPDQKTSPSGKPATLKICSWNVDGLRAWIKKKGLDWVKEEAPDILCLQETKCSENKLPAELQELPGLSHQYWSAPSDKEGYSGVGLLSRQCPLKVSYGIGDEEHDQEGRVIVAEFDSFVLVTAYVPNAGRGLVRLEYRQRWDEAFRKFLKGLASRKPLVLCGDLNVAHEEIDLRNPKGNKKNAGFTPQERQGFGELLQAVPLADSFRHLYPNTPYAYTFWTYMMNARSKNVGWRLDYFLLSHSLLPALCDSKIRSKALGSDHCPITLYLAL
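APE1 at 0.75 nM final was preincubated with compound 15 min at room temperature, then 50 nM double-stranded THF abasic-site substrate (5'-TAMRA/3'-BHQ-2) was added. Fluorescence (ex 525/em 598 nm) was read kinetically; third-minus-first read gave activity.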
POLB inh = qHTS Assay for Inhibitors of DNA Polymerase Beta; 1.3% of 340,000 active; Pol beta primer extension/strand displacement, fluorescence kinetic; P06746; Potency, µM (doses to about 114 µM), inactives show at the highest dose activity change, negative = inhibition, hits mostly inhibitors; note: potency is the fitted concentration of half-maximal effect; % is set by controls: 0 for no effect and ±100 for the full control effect
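Human Pol beta at 10 nM; strand-displacement substrate 50 nM final. Compound exposure 15 min at room temperature before start, reaction 10 min at room temperature.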
ERG-DNA inh = qHTS for Small Molecule Inhibitors of the ERG Ets/DNA interaction. AID 624246, 2012. Potency, µM (top dose mostly 76.9 µM), for inactives: at the top dose FP activity, negative = inhibition, usual class: inhibitors. Transcriptional regulator ERG (Homo sapiens), P11308. fluorescence polarization, His-ERG Ets domain / labelled DNA. 0.028% of 370,000 active; active = well fitted inhibition curve with a large enough effect in the polarisation, with a control signal flat; inconclusive = small, poorly fitted or top-dose-only effect, or effect the other way, or a change in a side signal; inactive = no such curve, though single readings can be large or run the other way; the % refers to the polarisation;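 note: polarization taken with two DNA probes labelled with fluorescein and Texas red; potency is the fitted concentration of half-maximal effect; % of control where 0% means no effect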
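His-tagged ERG Ets domain (1 uM in the protein solution; 300mM KCl, 50mM Tris-HCl, 1mM EDTA, 1mM DTT, pH 7.5) received compound, then a probe mix of 5 nM fluorescein-DNA and 100nM Texas-615-DNA. Fluorescence polarization was read for both dyes.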
* marks the source's active call; other numbers are inactive results; ? = inconclusive; · = not tested or not shown; & = joins results of further samples; [ ] = dose if it differs, or a comment. Unless noted, calls come from the whole dose curve; as a rule, active = well fitted curve in the direction sought with a large enough effect; inconclusive = small, poorly fitted or top-dose-only effect, or another doubt; inactive = no such curve, though single readings can be large; an effect the other way counts as inactive or inconclusive. The list is partial. The share of hits here may be higher or lower than overall.

SMILES	Pol kappa inh	Apoferritin bind	LDHA block	Pol eta inh	RGS4 inhibitor	ALOX12 inh	APE1 inh	POLB inh	ERG-DNA inh
Cc1cccc(N2CCN(CCNC(=O)C3COc4ccccc4C3)CC2)c1C (centres undefined)	-3%[60.1 µM]	-10%	0	-2%	-27%	-6%	·	3%	15%
Cc1cc(Nc2ccc(C(=O)O)cc2)n2nc(C)nc2n1	-8%	0%	0	-17%	-12%	?	4%	1%	2%
CC(C)NC(=O)CS(=O)(=O)c1ccccc1	3%	-6%	-2	-21%	5%	-2%	8%	34%	-8%
COc1ccc(-c2sc(Nc3ccccc3)n[n+]2C)c(C)c1C	-7%	-22%	-4	-5%	21%	-15%	7%	7%	-6%
COCC(C)n1c(SCC(=O)NNC(=O)c2ccc(F)cc2)nc2ccccc2c1=O (centres undefined)	-2%	-8%	-8	-8%	23%	8%	5%	31%	-24%
COc1cc(Cl)c(S(=O)(=O)N2CC(C)OC(C)C2)cc1Cl (centres undefined)	-14%	-14%	0	-19%	-2%	0%	0%	30%	1%
CCOc1c(Cl)cc(CNc2ccc3[nH]c(=O)[nH]c3c2)cc1OC	-9%	-6%	5	1%	9%	-26%	·	9%	23%
CCOC(=O)C1CCCN(C(=O)c2cc(Nc3ccc(OC)cc3)nc3ccccc23)C1 (centres undefined)	-10%	-15%	2	-5%	1%	-1%	-3%	-5%	-13%
COc1ccc2oc(=O)c(C(=O)Nc3ccccc3C)cc2c1	5%	-18%	2	-15%	-34%	?	-4%	-3%	-15%
O=C(Nc1ccccc1C(=O)Nc1ccccn1)c1ccc([N+](=O)[O-])cc1	0%	-5%	-2	-13%	-10%	?	17%	24%	4%
O=C(Nc1cc(F)cc(F)c1)c1sc(Cl)nc1-c1ccccc1	-2%	-15%	-8	-21%	-8%	-1%	-1%	35%	13%
CCC(C(=O)OCC(=O)C1(O)CCC2C3CCC4=CC(=O)CCC4(C)C3C(O)CC21C)C(C)C (centres undefined)	-17%	·	0	-16%	40%	-6%	·	·	0%
COc1ccc(OCCCC(=O)Nc2ccc(N3CCCCC3)cc2)cc1	-11%	1%	2	-10%	0%	-13%	3%	1%	·
CCCc1nnc(SCC(=O)NC2CCCCC2)n1CCOC	-5%	24%	-6	6%	21%	-23%	61%[activator]	-16%	-18%
O=C(COC(=O)/C=C/c1ccccc1Cl)NC1CCCCCC1	13%	?	0	-4%	-1%[11.4 µM]	-21%	1%	57%	-4%
O=C(N/N=C/c1cn(-c2ccccc2)nc1-c1ccc(F)cc1)c1ccc(Br)o1	6%	-17%	-1	-18%	6%	431%[activator]	-10%	13%	6%
Cc1cccc(CN2CCC(CNC(=O)Nc3ccc(F)c(Cl)c3)CC2)c1	-3%	-23%	-4	-16%	-5%	12%	14%	12%	-4%
CSc1nnc(C)c(/C=C/Nc2ccc(Cl)cc2)n1	-10%	-23%	5	-5%	-20%	130%[activator]	-5%	-1%	0%
COc1ccc(-n2c(-c3ccc(C)cc3)cc3c2CC(C)(C)CC3=O)cc1Cl	-5%	-1%	3	-26%	-4%	-3%	·	37%	-7%
CCCCN1C(=O)CC(SC2CC(=O)N(CCCC)C2=O)C1=O (centres undefined)	1%	·	-6	-11%	26%	0%	·	·	5%
CCOC(=O)c1c(-c2ccc(C)cc2)csc1NC(=O)c1nc(SCC)ncc1Cl	-15%	-3%	1	7%	-19%	-19%	·	16%	-3%
O=C(Cn1ccccc1=O)Nc1ccc(Cl)c(S(=O)(=O)N2CCCCC2)c1	-13%	·	-13	-2%	14%	?	-2%	·	6%
NC(=O)c1ccc(N=Nc2c(-c3ccccc3)[nH]n(-c3ccccc3)c2=O)cc1	·	-5%	·	·	·	-8%	-2%	-2%	·
CN1C[C@@H]2[C@@H]3C(=O)N(Cc4ccccc4)C(=O)[C@@H]3[C@](Cc3ccccc3)(C1=O)N2C(=O)c1ccc(F)cc1	4%	·	-3	-16%	-13%	5%	·	·	-7%
C=CCNCc1ccc(C(=O)NCCCCCCC)cc1[N+](=O)[O-]	-18%	·	7	-11%	-4%	-4%	4%	·	0%
COc1ccc(-n2c(=O)cc(N3CCCCCC3)[nH]c2=O)cc1	-5%	-11%	-2	-16%	-32%	23%	4%	0%	-2%
CNC(=S)N1N=C(c2ccc(OC)cc2)CC1c1ccc(Cl)cc1Cl (centres undefined)	-1%	-7%	-6	-18%	26%	-3%	?	20%	14%
COc1ccc(C(CC(=O)O)NC(=O)COc2ccccc2)cc1OC (centres undefined)	-3%	-7%	-6	7%	-15%	?	-2%	14%	10%
O=C(CNS(=O)(=O)c1ccc(F)cc1)N1CCCCCC1	-10%	-5%	-1	-15%	-36%	?	0%	-15%	4%[15.4 µM]
COc1ccccc1C(=O)NC(=O)Nc1cccc(Cl)c1	0%	1%	-7	1%	-1%	?	75%[activator]	2%	6%
COc1ccc(-c2cn(CCC(=O)O)c(-c3ccncc3)n2)cc1	-7%	·	-14	7%	6%	-14%	15%	·	-11%
CN(C)S(=O)(=O)c1ccc(F)c(C(=O)Nc2ccccc2C(=O)NC2CC2)c1	-10%	·	-21	-12%	-1%	9%	5%	·	·
CCCCC1(CC)C(=O)NC(=O)NC1=Nc1ccc(OC)cc1 (centres undefined)	-5%	-7%	-3	1%	-1%	-17%	1%	0%	8%
CC(C)c1nc2scc(-c3ccc(Cl)cc3)c2c(=O)n1N	-4%	9%	-2	-17%	-20%	1%	-7%	-6%	-13%
O=C1CC2(CCN(C(=O)c3ccc(Cl)cc3)CC2)Oc2ccccc21	-12%	·	-8	-26%	-25%	-26%	15%	·	2%
Cc1ccc(NC2=NCC(=O)N2C2CCCC2)cc1C	-4%	-20%	-4	-17%	9%	-3%	-6%	12%	7%
COc1cc(CC(=O)OCC(=O)NCC(C)C)cc(OC)c1OC	-13%	4%	0	-21%	-13%	-1%	1%	9%	-1%
O=C(CONS(=O)(=O)c1ccc(Cl)cc1)NCCNc1ncc(C(F)(F)F)cc1Cl	-15%	-20%	-5	-16%	1%	?	1%	-5%	-6%
COC(=O)c1c(NC(=O)COC(=O)c2ccccc2O)sc2c1CCCCC2	1%	10%	1	-4%	-1%	-5%	6%	-7%	5%
Fc1ccc(CNC(=S)NC2CCCCC2)cc1	-4%	-13%	0	-11%	-41%	?	4%	19%	18%
CCN(CC(=O)Nc1ccc2c(c1)OCCO2)C(=O)/C=C/c1cccc(OC)c1OC	-14%	·	-8	-1%	-12%	0%	-11%	·	5%
COc1ccc2c(c1)oc(=O)c1ccccc12	6%	-6%	-3	-21%	-2%	-16%	-7%	0%	5%
O=C(COC(=O)c1cc2ccccc2cc1O)c1ccccc1	4%	-9%	0	-7%	-7%	-2%	17%	-13%	-4%
N#Cc1ccccc1OCC(=O)Nc1ccccc1C(=O)NC1CC1	-4%	·	-1	-14%	-8%	-16%	-14%	·	-4%
O=C(Nc1ccccc1)c1ccc(CSc2ccccn2)cc1	-4%	-4%	-5	-20%	-15%	·	-4%	20%	12%
COc1ccc(-c2nc(CS(=O)CC(=O)NCc3ccc(C)cc3)c(C)o2)cc1OC (centres undefined)	0%	-16%	-6&0	-9%	9%	-28%	23%	29%	2%
Cn1c(NC(=O)c2ccccc2F)c(-c2cccs2)c(=O)c2ccccc21	-2%	2%	5	-14%	-23%	-16%	-3%	-12%	12%
Cc1ccc(S(=O)(=O)Nc2nc(C)c(C(=O)NN)s2)cc1	9%	-3%	-3	-3%	-2%	?	-3%	21%	6%

2 of the compounds above, with values under each structure:
Fields – Pol kappa inh	Apoferritin bind	LDHA block	Pol eta inh	RGS4 inhibitor	ALOX12 inh	APE1 inh	POLB inh	ERG-DNA inh
- CCCCN1C(=O)CC(SC2CC(=O)N(CCCC)C2=O)C1=O (centres undefined)
→ 1%	·	-6	-11%	26%	0%	·	·	5%
- CCOC(=O)c1c(-c2ccc(C)cc2)csc1NC(=O)c1nc(SCC)ncc1Cl
→ -15%	-3%	1	7%	-19%	-19%	·	16%	-3%

Remaining list, next part:
SMILES	Pol kappa inh	Apoferritin bind	LDHA block	Pol eta inh	RGS4 inhibitor	ALOX12 inh	APE1 inh	POLB inh	ERG-DNA inh
CN(CCCC(=O)NCc1ccc2c(c1)OCO2)S(=O)(=O)c1ccc([N+](=O)[O-])cc1	-2%	-9%	4	-12%	0%	-4%	12%	10%	0%
CCOC(=O)/C=C/c1ccc2c(c1)S(=O)(=O)N(c1cccc(OC)c1)[C@H]2CC(=O)OCC	4%&-27%	·	5	-14%	0%	5%	·	·	4%
COCCN1C(=O)N(c2cccc(C)c2)C(=O)C1CC(=O)Nc1cc(OC)cc(OC)c1 (centres undefined)	0%	-13%	-1	-5%	18%	?	0%	?	5%
O=C(COc1ccc(-c2ccccc2)cc1)N1CCN(S(=O)(=O)Cc2ccccc2)CC1	-11%	-1%	-10	-6%	-7%	-21%	5%	6%	-5%
